PRMT1 FP inh: blocks human protein arginine methyltransferase 1; Q99873; recombinant PRMT1, activity-based probe fluorescence polarization; inhibition, % at 2.79 µM; 370,000 compounds, 1.3% hits;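 active = inhibition above about 21% made by adding two undisclosed values, limit read from the data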
LEDGF integ inh: blocks HIV-1 LEDGF/p75-dependent DNA integration | TR-FRET IN-LEDGF/p75 DNA integration, Eu/Cy5 | inhibition, % at 3.7 µM | 370,000 compounds, 0.64% hits | AID 743269;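 active = inhibition above the screen-wide mean plus 3 SD, cut at about 13% in these data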;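 also: signal is the Cy5 over europium emission ratio at 671 and 618 nm; 0% = plate median of compound wells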
PG9 Ab binder: PG9 antibody binding by small molecule; TR-FRET gp120-PG9 antibody binding; inhibition, % at 6.7 µM; 360,000 compounds, 0.43% hits; in the data active = inhibition above about 8.5%
TCR-CD3 inh: human TCR-CD3 binding inhibition; TAMRA-labeled TCR probe fluorescence, biochemical; inhibition, % at 9.4 µM; 360,000 compounds, 0.37% hits; AID 651800; in the data active = inhibition above about 19%;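 also: recombinant mutant TCR 2C K166C tagged with TAMRA read by polarization; 0% = receptor in buffer alone and 100% = receptor with positive control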
SIAE inh: inhibitors of human sialic acid acetylesterase SIAE; Q9HAT2; SIAE FP-Rh probe binding, fluorescence polarization; inhibition, % at 9.66 µM; 370,000 compounds, 0.69% hits;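 active = inhibition above a cutoff: mean of compounds within the control limits plus 3 SD of those, cut at about 17% in these data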;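 also: 0% = plate median of compound wells and 100% = probe without SIAE protein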
Target sequence (Q9HAT2 whole entry, looked up): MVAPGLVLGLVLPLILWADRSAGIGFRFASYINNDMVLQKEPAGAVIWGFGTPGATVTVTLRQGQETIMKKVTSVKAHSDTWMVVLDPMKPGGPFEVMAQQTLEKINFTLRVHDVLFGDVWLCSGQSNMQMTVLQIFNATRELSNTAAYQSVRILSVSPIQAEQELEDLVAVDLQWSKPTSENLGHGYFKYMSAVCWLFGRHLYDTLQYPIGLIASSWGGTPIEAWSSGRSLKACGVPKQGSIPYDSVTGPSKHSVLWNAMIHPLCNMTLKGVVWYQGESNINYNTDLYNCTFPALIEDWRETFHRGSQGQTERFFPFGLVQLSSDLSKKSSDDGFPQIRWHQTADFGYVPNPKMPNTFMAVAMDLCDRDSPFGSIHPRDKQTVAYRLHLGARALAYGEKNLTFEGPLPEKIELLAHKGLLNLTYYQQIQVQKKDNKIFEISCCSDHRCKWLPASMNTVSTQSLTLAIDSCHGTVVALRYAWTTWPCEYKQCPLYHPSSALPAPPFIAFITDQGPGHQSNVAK
mABHD4 FP: inhibitors of mouse ABHD4; Q8VD66; purified mABHD4, FP-Rh probe fluorescence polarization; inhibition, % at 8.92 µM; 370,000 compounds, 0.54% hits;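 active = inhibition exceeding the mean over every tested compound plus 3 SD, cut at about 30% in these data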;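 also: 0% = plate median of compound wells and 100% = S159A mutant with DMSO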
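assay system = mABHD4 protein | compound dosing = single nominal dose of 8.92 µM, 0.89% DMSO final | read-out basis = percent inhibition of probe binding, normalized to plate controls | schedule = Enzyme–compound pre-incubation 45 min, then probe 60 min, both 25 °C | detection = fluorescence polarization, excitation 525 nm, emission 598 nm, BODIPY TMR filters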
DDE Tn7 FP inh: DD(E)-Tn7 binding inhibition, primary FP screen; P02675; 370,000 compounds, 0.13% hits; AID 720508; inhibition, % at 8.3 µM; FP displacement of FITC-Tn7 peptide from fibrin DD(E); 0% = median of compound wells per plate;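 active = inhibition above the mean of compounds falling within the control limits plus 3 SD of them, cut at about 14% in these data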;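 also: 0% = plate median of compound wells and 100% = 10 µM Aha-Tn7 peptide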
Target sequence (P02675 whole entry, looked up): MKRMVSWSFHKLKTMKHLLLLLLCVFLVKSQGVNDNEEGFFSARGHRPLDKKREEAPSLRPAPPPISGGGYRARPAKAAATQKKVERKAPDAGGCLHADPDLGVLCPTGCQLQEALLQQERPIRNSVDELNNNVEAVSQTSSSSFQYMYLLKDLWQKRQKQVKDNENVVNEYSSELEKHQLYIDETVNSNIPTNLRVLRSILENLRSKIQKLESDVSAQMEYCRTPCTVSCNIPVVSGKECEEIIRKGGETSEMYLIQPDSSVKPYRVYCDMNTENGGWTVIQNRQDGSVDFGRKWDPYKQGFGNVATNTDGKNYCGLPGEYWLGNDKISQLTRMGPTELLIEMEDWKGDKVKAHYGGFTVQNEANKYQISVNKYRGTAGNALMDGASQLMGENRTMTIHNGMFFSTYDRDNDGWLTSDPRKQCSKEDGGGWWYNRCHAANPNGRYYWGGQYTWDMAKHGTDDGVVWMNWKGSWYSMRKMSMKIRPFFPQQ
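Also added: labelled Tn7 tracer, 0.1 µM; Assay system: human fibrin DD(E) protein; Amount: 2 µM fibrin DD(E); Schedule: 10 min compound pre-incubation, 3 h probe incubation at room temperature; Repeats: one replicate per compound; Read-out basis: percent inhibition; Measured by: fluorescence polarization of the labelled Tn7 tracer.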
TDP2 absorb: blocks human TDP2 phosphodiesterase activity | inhibition, % at 12.8 µM | recombinant TDP2, T5PNP hydrolysis, p-nitrophenol absorbance 415 nm | 370,000 compounds, 0.34% hits;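 active = inhibition above the mean of all tested compounds plus 3 SD, set per campaign, cut at about 25% in these data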;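 also: 0% = DMSO with enzyme and 100% = buffer with substrate but no TDP2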
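Material: recombinant human TDP2; quantity: TDP2 enzyme at 120 nM final; medium: Tris-HCl pH 7.5 with MgCl2; compound: single concentration, 12.8 µM nominal, with 1% DMSO; incubation: 2 h enzyme incubation at 37 °C; signal: epi absorbance; measure: percent inhibition; benchmarks: high control without enzyme, low control DMSO plus TDP2; repeats: singlicate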
UHRF1 binding: UHRF1 methyl-DNA binding inhibition | Q96T88 | UHRF1 binding to methylated oligo, TR-FRET | inhibition, % at 4.4 µM | 370,000 compounds, 0.75% hits; in the data active = inhibition above about 21%;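 also: UHRF1 SRA domain binding a hemimethylated CpG hairpin DNA probe; 0% = median of test compound wells and 100% = reference inhibitor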
HTRA1 inhibitor: blocks human HTRA1 serine peptidase; Q92743; recombinant HTRA1, FP-rhodamine activity-based probe, fluorescence polarization; inhibition, % at 5.96 µM; 340,000 compounds, 0.5% hits; AID 504803; in the data active = inhibition above about 36%;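 also: 0% = enzyme with DMSO and 100% = wells lacking enzyme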
The depositor's hits bear a star; x = not tested or not shown. An unsorted share of the library; 4.2% or so of the library scored in one or more.

A first look, 2 compounds:
SMILES	PRMT1 FP inh	LEDGF integ inh	PG9 Ab binder	TCR-CD3 inh	SIAE inh	mABHD4 FP	DDE Tn7 FP inh	TDP2 absorb	UHRF1 binding	HTRA1 inhibitor
CCOC(=O)C(NC(=O)Nc1ncccn1)(Oc1ccccc1)C(F)(F)F (centres undefined)	3.1	0.2	0.0	-0.9	24.5*	4.8	1.2	1.9	-0.6	2.8
CCOc1ccc(/C=N/NC(=O)Cc2cccs2)cc1	-2.9	-0.7	0.6	-2.8	5.3	-5.8	-0.4	2.0	-2.0	x

The listing, from the start:
SMILES	PRMT1 FP inh	LEDGF integ inh	PG9 Ab binder	TCR-CD3 inh	SIAE inh	mABHD4 FP	DDE Tn7 FP inh	TDP2 absorb	UHRF1 binding	HTRA1 inhibitor
CCOC(=O)C(NC(=O)Nc1ncccn1)(Oc1ccccc1)C(F)(F)F (centres undefined)	3.1	0.2	0.0	-0.9	24.5*	4.8	1.2	1.9	-0.6	2.8
CCOc1ccc(/C=N/NC(=O)Cc2cccs2)cc1	-2.9	-0.7	0.6	-2.8	5.3	-5.8	-0.4	2.0	-2.0	x
CCOC(=O)C(=O)NNc1ccc(Cl)cc1	-1.1	-0.7	-0.1	0.0	9.5	6.9	10.0	-6.0	-0.8	0.5
Cc1ccc(C2=[N+]([O-])C(C)(C)CC2)cc1	1.2	-0.1	3.2	-1.5	-0.2	-0.8	5.1	-3.2	2.0	2.3
O=C1CCCC(=O)N1c1ccc(NCCOCCO)c([N+](=O)[O-])c1	-4.2	11.0	-3.7	-4.7	3.7	-11.6	2.9	-14.3	-5.7	-1.0
CCn1c(SCC(=O)N2CCN(c3ccc(F)cc3)CC2)nnc1-c1ccncc1	-1.1	-0.3	2.6	-4.6	2.4	3.5	5.6	-5.7	2.5	6.3
COC(=O)c1ccc(CN2CCC(Oc3cccc(C(=O)N4CCCC4)c3)CC2)cc1	-1.4	1.8	-1.0	-0.2	6.1	0.2	4.9	-7.9	5.9	-1.6
Cc1nc(CSc2ccc(Br)cc2)cs1	-5.1	0.7	-1.3	3.3	3.4	-2.5	1.5	-1.9	-1.8	-0.8
CCN1C(=O)N[C@@H](c2cccc(C(F)(F)F)c2)C(C(C)=O)=C1C	-1.8	-1.4	-0.2	2.6	6.0	7.8	-1.7	10.0	-2.4	0.6
COc1cc(OC)cc(-c2nc(-c3ccc(Br)cc3)no2)c1	-1.2	-2.3	0.4	2.0	-4.3	-2.2	-1.9	-1.5	-1.2	-7.3
O=C(COC(=O)/C=C/c1ccc(Br)o1)Nc1ccc2[nH]c(=O)[nH]c2c1	-1.8	2.5	-0.6	10.6	4.1	6.3	-1.4	6.9	-0.2	0.2
O=C(N/N=C/c1ccc(Br)cc1)c1ccc(F)cc1	1.2	-0.5	-0.5	-0.5	-0.3	3.4	-2.2	4.5	0.0	-2.7
CCOC(=O)N1CCN(c2c(Nc3cc(C)[nH]n3)c(=O)c2=O)CC1	-0.2	-2.2	-0.8	2.8	8.6	-0.5	6.2	2.2	-1.1	4.2
CN(c1ccc(OCC(=O)Nc2ccccc2C(=O)O)cc1)S(=O)(=O)c1ccc(Cl)cc1	1.7	-0.9	-0.5	-1.4	-10.9	-6.2	3.5	5.8	1.4	-7.0
COc1ccc(-c2[nH]ncc2/C=N/NC(=O)c2ccncc2)c(OC)c1	0.4	1.9	-0.5	-0.3	-9.5	0.7	5.2	-3.2	-4.0	0.0
O=C(CC1SC(N2CCCCC2)=NC1=O)Nc1cccc(C(F)(F)F)c1 (centres undefined)	2.4	-0.1	-1.0	1.5	-4.0	2.9	6.3	2.5	4.8	-1.7
Cc1cccc(C2=NN(c3ccccc3)[C@@H](C(=O)N3CCOC3=O)[C@@H]2c2ccc(Cl)cc2)c1	-1.9	-2.0	-1.1	0.1	6.0	7.9	2.6	6.7	-1.3	-10.7
CCCCN(C(=O)c1cccc(-c2ccc(OC(C)=O)cc2)c1)c1c(N)n(CCC)c(=O)[nH]c1=O	-3.5	4.4	0.4	-2.9	8.1	-0.5	4.4	0.1	73.1*	-0.8
Cc1ccccc1CS(=O)(=O)Cc1ccc(C(=O)Nc2ccc(F)cc2)o1	-2.1	4.7	x	x	-5.1	-6.7	-2.8	-7.8	1.9	x
Cc1ccc(-c2nn(Cc3ccccc3)cc2/C=C/C(=O)O)cc1C	-0.1	1.7	0.0	7.5	0.1	-8.1	8.0	5.2	-3.2	-7.6
O=C(c1ccco1)N1CCN(C(=O)c2cc(-c3ccc(F)cc3)no2)CC1	-1.6	0.3	-3.2	-0.2	-4.5	-9.7	-0.4	-22.0	2.4	-0.6
COc1ccc(C2C(C(=O)Nc3cc(OC)c(OC)c(OC)c3)c3ccccc3C(=O)N2C)cc1OC (centres undefined)	0.9	-3.4	1.6	-1.8	7.1	0.2	-0.2	1.6	1.1	2.5
CN(N)c1nc(-c2ccccc2)nnc1C(F)(F)F	-0.6	-1.2	-1.3	0.5	1.1	-2.5	5.5	12.2	-0.9	-0.5
COc1ccc(C(C)=O)cc1CN1C(=O)NC2(CCCCCC2)C1=O	-1.6	0.1	-1.2	-4.1	-2.6	1.3	-5.7	-0.7	2.1	-2.8
Cc1cccc(N2C(=O)C3CC3C2=O)c1 (centres undefined)	-3.6	0.3	-2.1	-3.1	-1.3	-0.9	4.1	-1.9	2.0	3.5

(list continues)
SMILES	PRMT1 FP inh	LEDGF integ inh	PG9 Ab binder	TCR-CD3 inh	SIAE inh	mABHD4 FP	DDE Tn7 FP inh	TDP2 absorb	UHRF1 binding	HTRA1 inhibitor
CCCC1(c2ccccc2)NC(=O)N(CC(=O)N2CC(=O)Nc3ccccc32)C1=O (centres undefined)	0.8	-8.0	-0.2	-10.1	2.7	2.2	1.7	1.9	-2.8	8.3
Cc1ccc(C)c(NC(=O)C(C)N2C(=O)c3ccccc3C2=O)c1 (centres undefined)	0.0	2.7	1.0	0.4	-2.3	-3.0	1.8	7.5	0.6	-0.2
COc1ccc(NS(=O)(=O)c2ccc(N3CCCCC3)c(NC(=O)C(C)NC(N)=O)c2)cc1 (centres undefined)	-2.9	-2.3	-2.6	3.6	3.2	6.1	-5.0	3.7	-0.1	-0.7
N#CCC(=O)Nc1ccc(C(=O)OCC(=O)N(Cc2ccccc2)C2CCS(=O)(=O)C2)cc1 (centres undefined)	-0.6	-1.1	-0.4	-7.8	-1.4	-28.5	1.0	2.9	1.9	4.8
CC(Oc1cc2oc(=O)c3c(c2cc1Cl)CCC3)C(=O)NCCN1CCOCC1 (centres undefined)	3.6	-9.3	0.1	-6.3	0.5	7.3	-1.4	-13.7	1.7	1.4
COC(=O)c1ccc(NC(=O)CSc2nnc(C)n2-c2ccccc2)cc1	-2.9	5.6	-0.5	1.0	-4.5	-5.3	-0.4	0.2	1.8	-2.7
Cc1ccc(C)c(N2N=C(C(=O)O)CCC2=O)c1	-5.6	0.4	1.5	1.4	2.9	-0.6	5.6	-1.6	-3.4	7.0
COc1ccccc1CCNC(=O)Cc1cccs1	1.8	5.8	-0.2	11.5	0.8	-6.0	-2.2	-6.9	-3.5	-0.3
O=C(CSc1ccccc1)N1CCN(S(=O)(=O)c2ccccc2)CC1	3.1	1.6	-0.3	-1.8	5.2	3.1	0.6	6.5	2.6	-5.3
CCc1nc2c(OCc3ccc(OC)cc3)cccn2c1N(C)C(=O)c1ccncc1	2.7	-2.3	-2.5	0.9	5.3	6.1	-2.6	1.4	-2.7	x
CC(=O)Oc1ccc(OC(C)=O)c(SCCCCCN2CCOCC2)c1	10.9	-2.1	2.5	-2.7	6.8	3.7	-2.3	4.1	-1.5	2.4
N#CCCn1cc(C(=O)Nc2ccccc2Br)c(-c2cc3ccccc3o2)n1	0.7	0.3	0.0	0.1	-16.1	-11.2	4.4	-2.6	3.2	-24.0
CCCCOc1cccc(C2(C(=O)O)CCCC2)c1	-3.7	0.8	-0.1	1.7	-7.1	5.9	0.9	0.8	-1.9	-2.4
COc1ccc(S(=O)(=O)Cc2ccc(C(=O)NCC(OC)OC)o2)cc1	0.5	4.9	-2.9	3.9	-2.6	-4.4	1.2	-10.6	-1.4	-2.0
CC(=O)Nc1cccc(C(=O)OC(C(=O)c2ccc(C)c(C)c2)c2ccccc2)c1 (centres undefined)	0.1	-1.8	-1.1	3.3	-82.1	-16.9	-4.0	-4.3	1.1	-68.0
CC1=C(C(=O)OCC2CCCO2)C(c2ccc(Cl)cc2)NC(=O)N1 (centres undefined)	3.8	1.7	0.8	3.4	-1.8	1.2	5.1	4.9	-0.2	0.0
Cc1cccc(OCc2nnc(SCCC(=O)O)n2-c2ccccc2)c1	0.6	1.0	-1.4	1.1	-0.7	1.1	1.1	10.2	2.4	0.4
Cn1c(=O)c2[nH]c(SCCN3CCCCC3)nc2n(C)c1=S	0.7	-0.6	-2.2	8.8	0.2	5.8	-7.5	-4.0	-0.1	1.6
CCOC(=O)c1c[nH]c2nc(C)ccc2c1=O	5.4	-3.8	-0.2	-1.6	-8.5	0.8	3.2	3.0	-0.7	-3.5
COc1ccc(NC(=O)CN(C)S(=O)(=O)c2ccc3c(c2)c(=O)n(C)c(=O)n3C)cc1	1.4	1.4	1.2	-2.1	-1.3	1.7	10.4	14.0	-2.8	-4.1
CCOC(=O)CSc1nn(-c2ccccc2)c(=S)s1	-4.5	-1.7	-2.5	8.2	0.8	-2.8	-2.6	-2.0	-0.8	1.5
Cc1ccc(OCC(=O)Nc2ccc(S(=O)(=O)NC3=NCCCCC3)cc2)cc1	-3.4	0.6	0.0	0.1	0.1	-6.5	7.7	0.1	-2.2	3.9
O=C(NCC(c1ccco1)N1CCN(c2ccccc2)CC1)C(=O)NC1CCCC1 (centres undefined)	2.4	-0.6	1.7	-7.4	12.0	-0.8	-3.0	-12.9	0.1	2.5
Cn1c(SCc2cccnc2)nc2c(c1=O)SCC2	1.3	-0.4	-0.5	1.1	-1.5	6.2	-3.3	9.1	1.0	4.9
COc1ccc(NC(=S)N2CCC(c3nc4ccccc4o3)CC2)c(OC)c1	2.9	-2.8	-1.0	-4.6	3.3	4.0	0.1	-0.3	-0.2	0.0
COc1ccc([N+](=O)[O-])cc1NC(=O)Cc1ccc(C)cc1	2.5	-7.2	0.4	8.6	-6.2	-6.1	-2.1	-9.1	1.1	1.3
CCN1CCN(c2ccc(S(=O)(=O)N3CCCCC3)cc2NC(=O)CC(NC(C)=O)c2ccccc2)CC1 (centres undefined)	-1.0	-0.9	-3.3	4.5	0.5	-4.8	-7.0	1.0	-2.7	-3.3
Cc1ccc(Cl)cc1N1CCN(S(=O)(=O)c2ccc3c(c2)NC(=O)C(C)C(=O)N3)CC1 (centres undefined)	-1.5	-0.6	-0.2	7.2	-11.1	-6.2	-1.5	-5.6	95.6*	4.5
CCN1C(=O)[C@H]2[C@@H](c3ccc(C)cc3)N3C(=O)N(c4ccc(C)cc4)C(=O)[C@@]3(CC)[C@H]2C1=O	2.5	-1.4	0.6	3.2	-8.0	7.5	2.0	-7.6	-0.4	1.6

Assay outcomes (PubChem)
